Source: PubChem BioAssay
FXIIa inh 1536 = human FXIIa protease inhibitors, primary screen, biochemical, 1536-well | inhibition, % at 5 µM | purified FXIIa, Boc-QGR-AMC fluorogenic substrate, 2 h | Coagulation factor XII (Homo sapiens), P00748 | 220,000 tested, 0.3% active | AID 800, 2007; in the data active means inhibition above about 40%;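 further: 0% = enzyme with no compound and 100% = blank without enzyme; many of its hits are not listed in these tables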
Rad51 HR inh = human RAD51 strand exchange inhibitors, primary screen, biochemical, fluorescence | 200,000 tested, 0.085% active | DNA repair protein RAD51 homolog 1 (Homo sapiens), Q06609 | inhibition, % at 10 µM | hRad51 DNA strand exchange, fluorescence dequenching | AID 1385, 2008;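 active means inhibition above 40% at the single screening dose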;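 further: 0% = DMSO control wells and 100% = blanks with heterologous ssDNA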
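Material: human Rad51–ssDNA filaments; Probe or stimulus: labelled 47-mer dsDNA for strand exchange; Doses: single 10 µM dose; Incubation: 37 °C 15-min filament assembly, 30-min compound preincubation, 15-min exchange; Technique: FRET fluorescence dequenching, excitation 485 nm, emission 520 nm; Measure: Fluorescence-based percent inhibition, control- and blank-normalised; Benchmarks: plate control and blank wells.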
Wee1 degr inh = Wee1 degradation inhibitors, primary screen, cell-based, HeLa, Wee1K328M-luciferase, luminescence; HeLa Luc-Wee1K328M stability; 100% = proteasome inhibitor MG132 effect; AID 1321, 2008; Wee1-like protein kinase (Homo sapiens), P30291; 220,000 tested, 1.2% active; reporter increase, % at 5 µM;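 active means activation above the mean of all tested compounds plus 3 SD, set per screening run, cut at about 8.8% in these data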;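 further: cells exposed to compound for 20 h before luminescence read; 0% = DMSO alone and 100% = MG132 at 30 µM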
hK5 inh = human KLK5 protease inhibitors, primary screen, biochemical, 1536-well | Kallikrein-5 (Homo sapiens), Q9Y337 | recombinant hK5, fluorogenic AMC substrate cleavage | inhibition, % at 5 µM | 210,000 tested, 0.59% active | AID 873, 2007;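 active means inhibition of 40% or more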;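 further: 0% = enzyme controls without compound and 100% = no-enzyme blanks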
p97 ATPase inh = inhibitors of human p97 ATPase, primary screen, biochemical | Transitional endoplasmic reticulum ATPase (Homo sapiens), P55072 | recombinant p97 ATPase, Kinase-Glo ATP luminescence, 3 h | inhibition, % at 8 µM | 220,000 tested, 0.42% active | AID 1481, 2009; in the data active means inhibition above about 15%;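 further: 0% = DMSO vehicle and 100% = wells lacking enzyme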
FXIa inh 1536 = human FXIa protease inhibitors, primary screen, biochemical, 1536-well; Coagulation factor XI (Homo sapiens), P03951; inhibition, % at 5 µM; purified FXIa, Boc-Glu-Ala-Arg-AMC fluorogenic substrate; 220,000 tested, 0.14% active;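 active means inhibition of at least 40%; inactive means inhibition below 40%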;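 further: fluorescence of freed AMC excited at 355 nm; 0% = enzyme without compound and 100% = no enzyme blank; many of its hits are not listed in these tables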
MDM2 E3 inh = MDM2-luciferase reporter signal enhancers, primary screen, MDM2 E3 ligase inhibitor project, cell-based, luminescence, 1536-well; 210,000 tested, 0.11% active; cell-based MDM2 ubiquitination luciferase reporter, 2 h; 0 = plate control, 100 = twice control, blank-subtracted; signal enhancement, % at 5 µM;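 active means signal enhancement of 30% or more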;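 further: luminescence tracks abundance of the self-degrading MDM2-luciferase fusion protein; higher signal means inhibition of MDM2 E3 ligase activity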
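Test system: stable mammalian line carrying autodegrading MDM2–luciferase fusion reporter; quantity: 2000 cells in each well; times: 4 h cell settling then 2 h compound exposure, 37 °C; detection: luminescence with SteadyLite reagent, 15 min at room temperature; evaluation: percent signal gain over controls, blank-subtracted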
14-3-3 Bad inh = inhibitors of 14-3-3 zeta/Bad binding, primary screen, biochemical, TR-FRET, bovine 14-3-3 zeta. AID 781, 2007. inhibition, % at 21.7 µM. 14-3-3 protein zeta/delta (Bos taurus), P63103. 220,000 tested, 0.71% active. TR-FRET 14-3-3zeta/Dy647-pBad peptide displacement, 1 h;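 active means inhibition above about 70%, limit read from the data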;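 further: 0% = full 14-3-3 plus peptide FRET controls and 100% = background without 14-3-3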
eIF4E 4G PPI = eIF4E–eIF4G protein interaction inhibitors, primary screen, biochemical, uHTS, TR-FRET, eIF4GI fragment. Eukaryotic translation initiation factor 4E (Mus musculus) + Eukaryotic translation …. TR-FRET eIF4E-eIF4GI(517-606) binding, 2 h. inhibition, % at 21.7 µM. 220,000 tested, 0.37% active. AID 782, 2007;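 active means inhibition above about 30%, limit read from the data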;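 further: 0% = full FRET control wells and 100% = background wells lacking eIF4GI fragment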
Target sequence (P63073 whole entry, looked up, the tested form may be a part): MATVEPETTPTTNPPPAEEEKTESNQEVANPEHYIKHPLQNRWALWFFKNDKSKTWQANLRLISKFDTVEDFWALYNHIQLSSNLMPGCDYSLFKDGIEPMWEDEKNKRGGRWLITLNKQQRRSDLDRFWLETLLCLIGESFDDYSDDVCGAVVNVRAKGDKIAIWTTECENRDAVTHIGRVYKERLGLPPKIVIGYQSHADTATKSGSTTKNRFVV
Target sequence (Q04637 whole entry, looked up, the tested form may be a part): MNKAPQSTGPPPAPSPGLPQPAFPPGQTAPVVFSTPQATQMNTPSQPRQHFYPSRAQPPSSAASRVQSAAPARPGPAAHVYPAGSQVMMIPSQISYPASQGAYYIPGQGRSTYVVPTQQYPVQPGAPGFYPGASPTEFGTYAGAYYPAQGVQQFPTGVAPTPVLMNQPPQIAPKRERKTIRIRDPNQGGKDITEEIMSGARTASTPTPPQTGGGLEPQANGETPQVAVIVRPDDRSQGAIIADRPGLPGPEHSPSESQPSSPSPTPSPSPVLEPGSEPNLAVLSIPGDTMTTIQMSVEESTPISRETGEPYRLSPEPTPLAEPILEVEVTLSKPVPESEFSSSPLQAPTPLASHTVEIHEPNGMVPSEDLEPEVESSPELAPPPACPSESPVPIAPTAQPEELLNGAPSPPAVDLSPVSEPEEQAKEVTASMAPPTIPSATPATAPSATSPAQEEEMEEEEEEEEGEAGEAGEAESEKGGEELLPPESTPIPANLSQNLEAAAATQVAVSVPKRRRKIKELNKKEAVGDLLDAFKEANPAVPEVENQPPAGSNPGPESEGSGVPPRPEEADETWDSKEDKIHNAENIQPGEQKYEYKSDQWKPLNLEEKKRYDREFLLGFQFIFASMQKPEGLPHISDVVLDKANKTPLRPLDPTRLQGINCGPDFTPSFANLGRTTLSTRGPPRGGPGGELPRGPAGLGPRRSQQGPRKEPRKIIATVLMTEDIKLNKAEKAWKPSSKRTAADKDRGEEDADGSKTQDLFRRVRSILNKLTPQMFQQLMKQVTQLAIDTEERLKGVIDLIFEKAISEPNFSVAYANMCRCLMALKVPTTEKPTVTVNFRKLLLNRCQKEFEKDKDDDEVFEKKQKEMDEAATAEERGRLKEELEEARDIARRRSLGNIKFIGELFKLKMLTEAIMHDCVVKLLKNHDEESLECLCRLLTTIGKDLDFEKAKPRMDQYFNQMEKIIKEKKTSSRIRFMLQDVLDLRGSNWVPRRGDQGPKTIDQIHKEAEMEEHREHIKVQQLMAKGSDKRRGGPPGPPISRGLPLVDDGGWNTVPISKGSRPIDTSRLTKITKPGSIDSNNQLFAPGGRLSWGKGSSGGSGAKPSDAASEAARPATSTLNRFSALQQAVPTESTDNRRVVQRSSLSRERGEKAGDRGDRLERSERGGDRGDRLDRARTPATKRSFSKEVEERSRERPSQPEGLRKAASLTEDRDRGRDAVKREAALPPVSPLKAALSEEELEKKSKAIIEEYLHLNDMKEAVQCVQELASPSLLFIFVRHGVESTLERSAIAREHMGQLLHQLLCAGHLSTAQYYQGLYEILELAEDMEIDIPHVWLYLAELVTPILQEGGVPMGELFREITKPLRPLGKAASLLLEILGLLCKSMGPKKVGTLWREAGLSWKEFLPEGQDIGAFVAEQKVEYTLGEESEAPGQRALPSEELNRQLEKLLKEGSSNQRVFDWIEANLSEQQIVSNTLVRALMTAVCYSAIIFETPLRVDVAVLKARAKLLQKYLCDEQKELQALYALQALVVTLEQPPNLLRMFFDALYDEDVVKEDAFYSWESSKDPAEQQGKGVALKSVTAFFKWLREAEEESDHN
Numbers without * were called inactive; . = not tested or not shown; [ ] = remark or other dose.

Results follow in this order: eIF4E 4G PPI	14-3-3 Bad inh	Wee1 degr inh	MDM2 E3 inh	hK5 inh	FXIIa inh 1536	FXIa inh 1536	p97 ATPase inh	Rad51 HR inh
1	N#Cc1cn(Cc2ccccc2)c2ccccc12
 : -7	-1	1	3	-6	5	-1	-4	-5
2	COCC(=O)Nc1nc2n(n1)C(c1ccccc1Cl)CC(c1ccc(OC)cc1)N2 (stereo not drawn)
 : -3	-5	0	1	-24	18	-1	-7	-7
3	CCOC(=O)c1c(C)[nH]c(C(=O)Nc2ccc3c(c2)OCO3)c1C
 : 0	-15	0	-3	-17	12	3	-5	.
4	N#CC(C(=S)Nc1ccccc1)c1nc2ccccc2[nH]1 (stereo not drawn)
 : 8	-19	1	-15	-13	10	3	6	4
5	Cc1ccc(C(=O)NC2CCCCC2)cc1
 : 3	-10	3	-14	3	16	-1	-1	-5
6	COc1ccc(Nc2ccc(N3C(=O)CC(C)C3=O)cc2[N+](=O)[O-])cc1OC (stereo not drawn)
 : 0	-14	1	-1	-4	14	-1	5	17
7	O=C(NCc1ccco1)Nc1cccs1
 : 0	-16[fluorescence artefact?]	0	-3	-13	5	4	1	0
8	COC(=O)c1ccc(CSc2nnc3nc(C)cc(C)n23)cc1
 : 0	-12	0	-21	20	10	1	1	6
9	COc1cc2oc(=O)cc(C)c2c(OC)c1OC
 : -6[fluorescence artefact?]	3	1	-3	-7	14	9	-1	.
10	Cc1ccc(-c2nn(-c3ccccc3)cc2/C=C(\C#N)c2cccc(C#N)c2)o1
 : -10	0	2	-18	1	-1	-7	4	-2
11	COc1ccc(-c2[nH]ncc2CN(CC2CCC(=O)N2)C(C)C)cc1F (stereo not drawn)
 : 1	-1	4	0	-6	6	-4	-6	-3
12	COc1cc(NC(=O)c2cncc(-c3ccc(C#N)cc3)c2)cc(C(=O)Nc2cccc(C(F)(F)F)c2)c1
 : -4	23	.	9	-1	4	-2	.	6
13	C#CC(C)(CC)NC(=O)c1cc2nc(C3CC3)cc(C(F)(F)F)n2n1 (stereo not drawn)
 : 0	-4	0	-11	-2	-1	0	5	3
14	CCOCCCNC(=O)CSc1ccccc1
 : 0[fluorescence artefact?]	2	-1	-15	12	-7	-4	-2	2
15	Cc1ccccc1/C=C/C(=O)NCC(=O)N1CCC(N(C)C2CCCCC2C)CC1 (stereo not drawn)
 : 3	-3	0	-14	.	3	-4	-2	.
16	CCn1c(=N)c(S(=O)(=O)c2ccc(C)cc2)cc2c(=O)n3ccccc3nc21
 : 1	-1	0	2	-3	-3	-8	0	-1
17	CCCNc1nc(N2CCOCC2)nc(N2CCOCC2)n1
 : 2	3[fluorescence artefact?]	-3	-6	-5	11	8	4	0
18	COc1ccc(CC(=O)NC(C)c2nnc(SCC(=O)Nc3ccccc3)n2C)cc1 (stereo not drawn)
 : -7	-10	-3	-23	-19	-7	-4	3	15
19	COc1ccc(C2=NOC3(CC(=O)N(c4ccc(Cl)cc4)C3=O)C2)c(OC)c1 (stereo not drawn)
 : 0	3	-1	-89	40	19	12	3	-2
20	CCOC(=O)CCNC(=O)CCNC(=O)C(c1ccccc1)c1ccccc1
 : 2	-2	-2	-7	0	6	-4	1	6
21	O=C(CSc1nc2c(cnn2-c2ccc(F)cc2)c(=O)[nH]1)N1CCCCC1
 : 1	4[fluorescence artefact?]	-3	-16	1	9	2	13	-1
22	Cc1ccc(C(=O)Nc2ccccc2C(=O)NCc2ccccc2)cc1
 : 8	-9	-1	25	-4	3	24	-3	27
23	COc1ccc(CN2CNc3c(c(=O)n(C)c(=O)n3C)C2)cc1
 : 5[fluorescence artefact?]	-2	4	-5	-13	8	4	1	.
24	CN(C(=O)COC(=O)CCc1nc2ccccc2c(=O)[nH]1)C1CCS(=O)(=O)C1 (stereo not drawn)
 : 1	40	5	-11	-4	1	-7	3	22
25	O=C(NCc1cccnc1)c1cccs1
 : 3	-8	-1	-10	2	12	0	2	1
26	COc1cccc(NC(=O)N2CCN(c3ccc(C(F)(F)F)cn3)CC2)c1
 : 4	2	-3	-12	-3	14	1	-3	.
27	Nc1nnc(CC(=O)N/N=C/c2cc([N+](=O)[O-])cc(Br)c2O)s1
 : -2	8	2	-4	-17	-3	-2	9	9
28	CCCCc1c(O)nc(SCC(=O)NCC2CCCO2)[nH]c1=O (stereo not drawn)
 : -4	-7	2	-13	-15	-2	-10	2	8
29	CN(CCCC(=O)Nc1ccncc1)S(=O)(=O)c1ccc(Cl)cc1
 : 3	6	-4	-7	-26	11	-25	5	-1
30	c1ccc(CCN(Cc2ccccc2)Cc2nc(C3CC3)no2)cc1
 : 0	-5	-5	-9	-1	6	-1	2	4
31	CCOc1ccc(C)cc1S(=O)(=O)NC1CCCCC1
 : 7	2	-1	-1	0	20	9	2	-2
32	O=C1N(Cc2cccnc2)C[C@@H]2C[C@@H](c3cccc(OCc4ccccc4)c3)N3CCC[C@@]123
 : 1	-9	-1	0	.	5	-1	0	.
33	O=C(NC(=S)Nc1ccc2[nH]c(=O)[nH]c2c1)c1cncc(Br)c1
 : 1	-7	0	-4	-18	-5	-9	3	-33
34	COC(=O)c1cc(-c2ccc(S(=O)(=O)N3CCCC3)cc2)c(C(F)(F)F)s1
 : 5	-2	-1	-10	-1	1	-15	0	6
35	CC(=O)c1c(C)[nH]c(C(=O)OCn2nnc3ccccc3c2=O)c1C
 : 1	11	-3	-11	-14	10	5	-1	14
36	c1ccc(CN2CCC(Nc3ncnc4sccc34)CC2)cc1
 : 3	-13	-4	-17	-5	5	-1	10	-1
37	C=CCn1c(SCC(=O)NCCCC)nc2scc(-c3ccco3)c2c1=O
 : 3	-5	3	-8	-17	5	-1	3	-5
38	CC(C)C(=O)N1CCN(c2nc(-c3ccc(Cl)cc3)cs2)CC1
 : -4	-22	3	-12	-3	15	1	-2	3
39	Cc1ccc(C)c(SCC(=O)OCC(=O)N2CC(C)OC(C)C2)c1 (stereo not drawn)
 : -2	-6	2	4	1	11	-6	1	-7
40	COc1ccc(C(=O)NC(=O)N2CCCCC2)cc1
 : -13	-8	-2	0	-8	10	2	4	0
41	CC(=O)c1c(O)cc(O)cc1CC(=O)O
 : 0	8	6	-1	0	7	1	3	5
42	C#CCn1c(-c2ccccc2)ccc(C#N)c1=O
 : 2	0	-1	-5	-10	4	-6	0	17
43	Cn1c(=O)n(CC(=O)NCc2cccnc2)c2ccccc21
 : -4	2	0	-11	-26	-1	-1	7	-1
44	O=C1CC(SC(=NCc2ccc3c(c2)OCO3)Nc2ccccc2)C(=O)N1c1ccccc1 (stereo not drawn)
 : -19	16	3	-13	-6	16	2	7	3
45	CCCCc1ccc(NC(=O)N[C@H](C(=O)O)C(C)C)cc1
 : 4[fluorescence artefact?]	2[fluorescence artefact?]	-2	-3	-24	7	-2	1	-3
46	Cc1ccccc1NC(=O)c1ccccc1O
 : -6	-12	1	-13	-9	15	6	2	3
47	CC(C)(C)c1ccc(-c2nc(C#N)c(NCc3ccncc3)o2)cc1
 : 5	-1[fluorescence artefact?]	1	-1	7	11	0	2	0
48	O=C(CSc1nc2cc(S(=O)(=O)N3CCOCC3)ccc2o1)Nc1c(F)cccc1F
 : 11	-16	1	-6	0	6	-2	4	7
49	COc1ccc(N(CC(=O)Nc2ccc3c(c2)OCO3)S(=O)(=O)c2ccc(C)cc2)cc1OC
 : -2	5	1	4	-4	5	-5	0	-6
50	Cn1c(=O)c2c(nc(SCC(=O)NCc3ccco3)n2C)n(C)c1=O
 : 3	1	-1	8	4	7	7	-6	-12
51	O=C(O)c1cccc(NS(=O)(=O)c2ccc3nnn(O)c3c2)c1
 : 3	56[fluorescence artefact?]	-1	-5	-4	12	-3	-2	-2
52	O=C(c1ccc(S(=O)(=O)NCc2ccco2)cc1)N1CCCC1
 : 2	-19	-1	-19	13	6	6	5	4
53	Cc1cc(C)c2cc(CN(CCO)Cc3nnnn3Cc3ccc(F)cc3)c(=O)[nH]c2c1
 : 8	-7	1	-5	-7	17	6	4	1
54	CN(CC(=O)Nc1ccc(C#N)cc1)Cc1ccc(Cl)cc1
 : -2	-5[fluorescence artefact?]	2	-29	1	7	3	-1	-2
55	CCCC(=O)c1c[nH]c(C(=O)NCCCN2CCOCC2)c1
 : -3	1	-1	-6	6	-6	-8	3	3
56	Cc1ccc2cccc(S(=O)(=O)Nc3ccc4c(c3)OCO4)c2n1
 : 5	-2	2	-30	-4	8	-5	2	-1
57	CC1(C)CC(=O)C2=C(C1)OC(=O)C2(NC(=O)c1cccs1)C(F)(F)F (stereo not drawn)
 : -4	26[fluorescence artefact?]	1	2	-2	7	-1	-1	-12
58	CC(=O)Nc1ccc(/C(C)=N/NC(=O)c2ccncc2)cc1
 : 4	-13	3	1	0	3	-3	1	2
59	Cc1ccc(N2C(=S)N=C(Nc3ccccc3C)C23CCOC(C)(C)C3)cc1 (stereo not drawn)
 : 6	6	0	-30	-21	10	-1	1	5
60	CSc1nnc2n(Cc3ccccc3)c(=O)c3c4c(sc3n12)COC(C(C)C)C4 (stereo not drawn)
 : 2[fluorescence artefact?]	8	0	-8	0	10	5	2	.

Additional compounds:
Results follow in this order: eIF4E 4G PPI	14-3-3 Bad inh	Wee1 degr inh	MDM2 E3 inh	hK5 inh	FXIIa inh 1536	FXIa inh 1536	p97 ATPase inh	Rad51 HR inh
61	COc1ccc(N2CCN(C(=O)/C(C#N)=C/c3ccccc3)CC2)cc1
 : 1	-13	2	-2	-5	3	-3	5	-19
62	C=CCNC(=O)c1ccccc1CCc1ccccc1
 : -2	-5	0	-7	-9	1	-4	4	25
63	COc1ccc2nc(N3C(=O)/C(=C/c4ccccc4)NC3=S)sc2c1
 : 9	8	0	-9	-91	-3	-8	0	-199
64	O=CN(c1ccccc1)c1ccc2ccccc2c1
 : 1	-8	-1	4	1	8	3	4	-4
65	COc1ccc(C(=O)N2CCCC(C(=O)N3CCCCCC3)C2)cc1 (stereo not drawn)
 : -1	-4	2	-1	0	6	8	-1	0
66	CN(C)C(=O)COc1ccc(Oc2ccccc2)cc1
 : 1	-7	2	-7	-6	9	-8	2	-11
67	CCc1ccccc1NC(=O)c1nnn(CC(=O)Nc2cccc(C)c2C)c1N
 : -6	2	0	-8	-5	17	2	-6	4
68	Cc1cc(NC(=O)COC(=O)c2cccc(S(=O)(=O)N3CCOCC3)c2)no1
 : -11[fluorescence artefact?]	9[fluorescence artefact?]	-1	-13	-4	12	12	6	10
